# Source: PubChem
# PRMT1 inh: PRMT1 (human) inhibition, primary screen; inhibition, % at 2.79 µM; AID 652257; recombinant PRMT1, activity-based probe fluorescence polarization; 1.3% of 370,000 active; Q99873;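 active = inhibition above about 21% made by adding two undisclosed values, limit read from the data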
# HTRA1 inh: inhibitors of human serine peptidase HTRA1. Q92743. recombinant HTRA1, FP-rhodamine activity-based probe, fluorescence polarization. inhibition, % at 5.96 µM. 0.5% of 340,000 active; in the data active = inhibition above about 36%;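 also: 0% = enzyme with DMSO and 100% = wells lacking enzyme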
# PG9 Ab binder: binds the HIV-1 gp120 antibody PG9. TR-FRET gp120-PG9 antibody binding. 0.43% of 360,000 active. inhibition, % at 6.7 µM; in the data active = inhibition above about 8.5%
# LEDGF integ inh: blocks HIV-1 LEDGF/p75-dependent DNA integration; TR-FRET IN-LEDGF/p75 DNA integration, Eu/Cy5; inhibition, % at 3.7 µM; 0.64% of 370,000 active;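 active = inhibition above the screen-wide mean plus 3 SD, cut at about 13% in these data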;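 also: signal is the Cy5 over europium emission ratio at 671 and 618 nm; 0% = plate median of compound wells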
# TCR CD3 inh: inhibitors of human TCR-CD3 interaction; AID 651800; inhibition, % at 9.4 µM; TAMRA-labeled TCR probe fluorescence, biochemical; 0.37% of 360,000 active; in the data active = inhibition above about 19%;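 also: recombinant mutant TCR 2C K166C tagged with TAMRA read by polarization; 0% = receptor in buffer alone and 100% = receptor with positive control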
# ABHD4 inh: ABHD4 (mouse) inhibition, primary FP screen | 0.54% of 370,000 active | Q8VD66 | purified mABHD4, FP-Rh probe fluorescence polarization | inhibition, % at 8.92 µM;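 active = inhibition exceeding the mean over every tested compound plus 3 SD, cut at about 30% in these data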;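 also: 0% = plate median of compound wells and 100% = S159A mutant with DMSO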
# Target sequence (Q8VD66 whole entry, looked up): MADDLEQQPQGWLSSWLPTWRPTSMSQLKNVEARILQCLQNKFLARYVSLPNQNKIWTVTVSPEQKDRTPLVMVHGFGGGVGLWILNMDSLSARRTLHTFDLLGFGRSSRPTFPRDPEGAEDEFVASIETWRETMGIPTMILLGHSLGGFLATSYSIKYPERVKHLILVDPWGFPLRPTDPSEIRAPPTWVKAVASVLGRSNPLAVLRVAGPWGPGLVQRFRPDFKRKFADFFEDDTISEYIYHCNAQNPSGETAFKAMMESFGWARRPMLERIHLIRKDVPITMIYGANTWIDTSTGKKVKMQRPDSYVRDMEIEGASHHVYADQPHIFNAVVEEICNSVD
#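 Test system: mABHD4 protein; Read-out basis: % inhibition; Incubation: 45 min + 60 min at 25 °C; Repeats: single replicate; Technique: fluorescence polarization with parallel and perpendicular emission, 525/598 nm; Compound: 8.92 µM, single dose; Benchmarks: full inhibition S159A mutant plus DMSO, zero as sample-well median.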
# SIAE inh: blocks human sialic acid acetylesterase; 0.69% of 370,000 active; SIAE FP-Rh probe binding, fluorescence polarization; Q9HAT2; inhibition, % at 9.66 µM;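 active = inhibition above a cutoff: mean of compounds within the control limits plus 3 SD of those, cut at about 17% in these data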;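 also: 0% = plate median of compound wells and 100% = probe without SIAE protein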
# rCAG RNA binder: r(CAG) repeat RNA binding. inhibition, % at 3 µM. 1.3% of 370,000 active. TO-PRO-1 dye displacement fluorescence;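 active = inhibition above the plate cutoff, the mean of all test compounds on that plate plus 3 SD, cut at about 35% in these data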;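 also: 0% = DMSO alone and 100% = 100 µM mitoxantrone as full dye displacement; higher means more dye released from RNA so lower well fluorescence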
# NR1D1 modulator: modulators of human Rev-erb alpha DNA binding; P20393; Rev-erbα–FITC-DNA binding, fluorescence polarization, 90 min; activity, % at 10 µM; 0.79% of 370,000 active; AID 1259318;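 active = activity above about 14%, limit read from the data; passing the limit was not always enough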;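 also: 0% = DMSO wells with 35 nM protein and 100% = DMSO wells with 750 nM protein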
# Target sequence (P20393 whole entry, looked up): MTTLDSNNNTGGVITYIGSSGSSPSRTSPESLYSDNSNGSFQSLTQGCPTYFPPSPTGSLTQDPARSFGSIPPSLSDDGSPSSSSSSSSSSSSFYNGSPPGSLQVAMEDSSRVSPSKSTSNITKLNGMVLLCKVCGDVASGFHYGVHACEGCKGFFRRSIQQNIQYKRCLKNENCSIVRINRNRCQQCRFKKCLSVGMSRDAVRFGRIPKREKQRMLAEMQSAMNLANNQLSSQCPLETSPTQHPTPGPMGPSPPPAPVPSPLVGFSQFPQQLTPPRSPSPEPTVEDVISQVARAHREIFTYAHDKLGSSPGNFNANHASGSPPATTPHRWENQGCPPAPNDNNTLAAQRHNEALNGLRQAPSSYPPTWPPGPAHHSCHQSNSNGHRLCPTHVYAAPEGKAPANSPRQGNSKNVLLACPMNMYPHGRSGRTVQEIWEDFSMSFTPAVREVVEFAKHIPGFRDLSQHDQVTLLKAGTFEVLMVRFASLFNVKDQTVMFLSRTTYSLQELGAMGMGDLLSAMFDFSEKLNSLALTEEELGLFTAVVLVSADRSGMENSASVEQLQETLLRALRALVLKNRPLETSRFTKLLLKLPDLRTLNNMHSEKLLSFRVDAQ
# TDP2 absorb: blocks human TDP2 phosphodiesterase activity; O95551; recombinant TDP2, T5PNP hydrolysis, p-nitrophenol absorbance 415 nm; inhibition, % at 12.8 µM; 0.34% of 370,000 active; AID 720702;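 active = inhibition above the mean of all tested compounds plus 3 SD, set per campaign, cut at about 25% in these data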;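 also: 0% = DMSO with enzyme and 100% = buffer with substrate but no TDP2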
#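 Assay system: recombinant human TDP2 / Reagent: T5PNP substrate at 5 mM, a TopII-DNA adduct mimic / Measured by: epi absorbance from released p-nitrophenol / Evaluation: % inhibition relative to enzyme-containing and enzyme-free wells / Control set: enzyme-free and DMSO wells / Replicates: each compound tested once, singlicate / Schedule: enzyme reaction with compound for 2 h at 37 °C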
# The depositor's hits bear a star; · = not tested or not shown. This is a subset. The share of hits here may be higher or lower than overall.
canonical_smiles	ABHD4 inh	SIAE inh	PRMT1 inh	PG9 Ab binder	HTRA1 inh	TDP2 absorb	LEDGF integ inh	rCAG RNA binder	NR1D1 modulator	TCR CD3 inh
CSc1oc(-c2ccc(F)cc2)nc1S(=O)(=O)c1ccccc1	-5	3	-1	0.1	-12	7	-5	2	7	1
Cc1c(NC(=O)c2ccc(C(C)(C)C)cc2)cccc1[N+](=O)[O-]	-2	4	1	0.6	-9	5	4	-2	-4	3
Cc1ccc(C)c(NC(=S)/C(=C(\[O-])c2ccc(Cl)s2)[n+]2ccccc2)c1	6	2	8	-2.5	-7	-6	-5	3	9	-5
COc1ccc(C=NNC(=O)c2cc(-c3ccc(C)c(C)c3)n[nH]2)cc1OCc1ccccc1	-79	-83	-5	·	·	-12	9	15	-30	·
COc1ccccc1Nc1c2c(nc3ccc(N)cc13)CCCC2	4	6	-3	0.3	16	0	-2	3	2	-2
COC(=O)c1sccc1NC(=O)c1ccoc1C	-2	3	-6	2.2	-8	9	-2	-2	0	-1
OC(c1ccc(Cl)c(F)c1)c1ncc(-c2ccc(Cl)cc2)[nH]1 (stereo unspecified)	-62	-41	-3	0.4	·	1	1	4	-4	4
Cc1ccccc1C(OCCN(C)C)C1CCCCC1 (stereo unspecified)	13	5	-1	-0.7	3	-2	1	-2	11	5
O=[N+]([O-])c1cccc(S(=O)(=O)N2CCN(S(=O)(=O)N3CCCCCC3)CC2)c1	4	-14	-2	-2.4	-3	-5	0	3	-8	6
COc1ccc(-n2cnc(=S)[nH]c2=S)cc1	7	4	-5	0.0	1	6	0	3	-4	-2
CC(C)Oc1ccc(S(=O)(=O)N2CCOCC2)cc1NC(=O)C1COc2ccccc2O1 (stereo unspecified)	-2	2	0	0.5	-18	0	-2	6	-5	6
CS(=O)(=O)N1CCc2cc(C(=O)Nc3ccc(COCC(F)(F)F)cc3)ccc21	-2	-2	0	-2.9	-4	4	0	-1	-1	-2
Cc1ccc(C(=O)Nc2cnc3ccccn3c2=O)cc1	-8	-6	-2	2.0	5	14	2	-2	-6	25*
CC(Oc1ccccc1)C(=O)Nc1cccc(F)c1 (stereo unspecified)	5	-4	-1	1.5	-5	3	-2	-2	2	-3
CCOC(=O)c1c(NC(=O)/C=C/c2ccc3c(c2)OCO3)sc(C)c1CC	2	4	-1	0.5	3	0	0	6	1	13
CCc1c(C2(O)CCCCC2)[nH]c2c(C(=O)OC)cc(Cl)cc12	-18	-17	-2	1.2	-68	-6	0	1	5	9
O=C1C=C(O)C(n2cncn2)C(c2ccc3c(c2)OCO3)C1 (stereo unspecified)	0	0	20	-1.1	-2	6	-2	12	-3	3
c1ccc2c(-c3ccc4nncn4c3)cncc2c1	1	-1	-2	-0.8	·	-9	1	1	0	10
Cc1cc(NC(=O)C2CCN(C(=O)c3ccco3)CC2)ccc1Br	-6	-10	-3	-0.1	-9	12	2	-1	0	3
COC(=O)c1cc(=O)nc(NNC(C)=O)s1	3	3	0	-2.8	·	-2	0	1	-6	1
Cc1cccc(Cc2ncc(C(F)(F)F)cc2Cl)c1	-1	19*	-3	-0.4	-2	17	0	2	2	4
COc1ccc(C)cc1-n1nnnc1SCc1cn2ccsc2n1	6	12	-1	-0.6	-2	10	1	1	1	1
CC(=O)Nc1ccc(C(=O)COC(=O)C2CC2)c(F)c1	-1	-6	3	-0.5	-4	-2	-2	0	1	-1
C=CCN(CC=C)C(=O)CN1C(=O)NC(Cc2c[nH]c3ccccc23)C1=O (stereo unspecified)	2	3	-3	-1.3	3	2	-2	-5	2	8
CC1CN(C(=O)CN2C(=O)NC3(CCCC3)C2=O)C(=Nc2cccc(S(=O)(=O)N(C)C)c2)S1 (stereo unspecified)	-4	7	0	2.1	1	-2	-1	-1	0	-16
COc1ccc(C(=O)NCC(=O)N2CCCC(C(F)(F)F)C2)cc1OC (stereo unspecified)	3	-3	2	-0.1	-1	10	0	-3	-3	6
CCOC(=O)c1[nH]c(C)c(C(=O)NC)c1C	2	13	1	1.7	4	9	3	1	-2	-4
Cc1ccc(-n2nnnc2SCC(=O)N2CCN(C(=O)c3ccco3)CC2)c(C)c1	4	-9	-2	2.1	4	7	1	-5	0	1
CCOC(=O)c1c(-c2ccccc2)nc2c(C)cccn12	3	-2	0	0.7	-4	0	2	-4	-2	9
CC(C)N1C(=S)N(Cc2ccco2)C(=O)C1CC(=O)Nc1ccccc1 (stereo unspecified)	1	-7	9	-2.0	-2	7	-4	3	-3	0
COc1ccc(Br)cc1/C=N/n1nnnc1N	1	2	-1	-0.5	-11	4	-3	0	2	1
CC(C)c1ccc(CN2CCC2(C)C(=O)Nc2cnc3ccccc3c2)cc1 (stereo unspecified)	-1	0	2	-0.3	·	-5	0	0	5	4
Cc1ccc(S(=O)(=O)Nc2cc3c4c(c2)CCC(=O)N4CCC3)cc1	5	3	-3	-2.1	-4	10	-1	0	-4	7
Cc1ccc(S(=O)(=O)N2CCN(CC(=O)Nc3ccc(N4CCOCC4)cc3)CC2)cc1C	6	5	1	-1.7	-2	4	-3	-4	2	8
O=C(c1ccncc1)N1N=C(c2ccc(Br)cc2)CC1c1ccccc1O (stereo unspecified)	-29	-2	-1	-2.6	-88	4	7	4	4	3
O=C(COC(=O)/C=C/c1ccco1)NCc1ccccc1Cl	-3	7	10	-4.0	-7	-7	4	-1	5	-9
CCCn1c2c(c(O)c(C(=O)Nc3nc4ccccc4s3)c1=O)CCCC2	4	7	-1	0.1	-17	-6	5	-1	3	3
Cc1ccc(C(=O)NC(=S)Nc2ccc3[nH]c(=O)[nH]c3c2)cc1	6	6	-1	-1.3	-1	4	-1	2	-11	3
CCc1nc2ccc(C(=O)NCCCN3CCCC3=O)cn2c1N(CC)CCN(C)C	-12	-4	-4	-2.2	·	-15	6	0	2	6
CCSc1nnc(NC(=O)CSc2nnc(CNC(=O)c3ccc(OC)c(OC)c3)o2)s1	-6	7	11	0.7	3	5	-3	22	1	10
CC1(C)CC2(CCCN3C(=O)CSC32)CCS1 (stereo unspecified)	7	2	-1	-0.8	0	3	8	-3	2	5
COc1ccc(OC)c(NC(=O)CN(C)CC(=O)Nc2ccccc2Cl)c1	-11	2	-3	-0.9	1	-14	8	-4	6	-8
COc1ccc(OC)c(Cc2nnc(CCC(=O)NCc3ccc(C)s3)o2)c1	-2	2	2	-2.9	-5	3	2	-6	2	4
COc1ccc(C2C(C(=O)c3ccco3)=C(O)C(=O)N2CCOCCO)cc1OC (stereo unspecified)	-3	2	-2	-0.3	5	15	5	9	0	-2
N#CCC(=O)NNC(=S)NC(=O)C(c1ccccc1)c1ccccc1	8	1	1	-0.8	23	-8	-5	13	-2	1
NC(=O)CN1CCN(C2CC(=O)N(CCc3ccccc3)C2=O)CC1 (stereo unspecified)	-1	0	4	-3.4	-1	7	-3	-1	-2	11
CN(CC(=O)NCCc1ccc(Cl)cc1)S(=O)(=O)c1cccs1	1	0	2	0.8	-5	2	1	1	-4	3
CC12CC(=O)C3C(CCC4=CC(=O)CCC43C)C1CC=C2CC(=O)O (stereo unspecified)	-7	-2	-2	-0.3	-7	7	2	3	-2	1
Cc1ccccc1NC(=O)C(=O)NC(C)CCc1ccccc1 (stereo unspecified)	-3	-3	6	-0.7	0	-1	-5	-1	1	4
CCc1ccc(Nc2cc(C)nc3ncnn23)cc1	0	-3	3	-2.2	-1	-5	-5	-8	6	-2

# Profiles from above. Values in the order: ABHD4 inh, SIAE inh, PRMT1 inh, PG9 Ab binder, HTRA1 inh, TDP2 absorb, LEDGF integ inh, rCAG RNA binder, NR1D1 modulator, TCR CD3 inh
# Record of Cc1ccc(S(=O)(=O)N2CCN(CC(=O)Nc3ccc(N4CCOCC4)cc3)CC2)cc1C = 6, 5, 1, -1.7, -2, 4, -3, -4, 2, 8
# Record of Cc1ccc(-n2nnnc2SCC(=O)N2CCN(C(=O)c3ccco3)CC2)c(C)c1 = 4, -9, -2, 2.1, 4, 7, 1, -5, 0, 1
# Record of CCSc1nnc(NC(=O)CSc2nnc(CNC(=O)c3ccc(OC)c(OC)c3)o2)s1 = -6, 7, 11, 0.7, 3, 5, -3, 22, 1, 10
# Record of CC(C)N1C(=S)N(Cc2ccco2)C(=O)C1CC(=O)Nc1ccccc1 (stereo unspecified) = 1, -7, 9, -2.0, -2, 7, -4, 3, -3, 0
# Record of O=C(c1ccncc1)N1N=C(c2ccc(Br)cc2)CC1c1ccccc1O (stereo unspecified) = -29, -2, -1, -2.6, -88, 4, 7, 4, 4, 3

# Next section.
canonical_smiles	ABHD4 inh	SIAE inh	PRMT1 inh	PG9 Ab binder	HTRA1 inh	TDP2 absorb	LEDGF integ inh	rCAG RNA binder	NR1D1 modulator	TCR CD3 inh
CCCOc1ccc(/C=C/C(=O)N2CCOCC2)cc1	0	-2	1	0.4	11	11	-1	-7	5	3
O=C(CC12CC3CC(CC(C3)C1)C2)NCc1ccco1	-3	5	-3	-1.9	-4	5	1	-1	-3	-2
CC(C)(C)c1nnc(N/N=C/c2cc(Br)ccc2O)n(N)c1=O	19	2	-2	-0.2	14	2	-7	4	0	5
CC(C)C[C@@H](NC(=O)OC(C)(C)C)C(=O)N1O[C@]23C=C[C@]14C[C@@H](O)CC[C@]4(C)C2CC[C@]1(C)[C@@H]([C@H](C)/C=C/[C@H](C)C(C)C)CC[C@H]13 (stereo partly specified)	1	0	6	0.1	·	10	0	1	1	-2
CC1CCN(C(=S)c2ccc(O)cc2)CC1	3	6	6	-2.7	-1	8	-3	2	0	-7
COC(=O)[C@@H](C)NC(=O)C(Cc1ccc2c(c1)OCO2)NC(C)=O (stereo partly specified)	2	4	1	·	·	3	-4	3	-3	·
CC(=O)Nc1cc(-c2ccc(C(=O)N3CCOCC3)cc2)cn2c(-c3cccc(C(C)=O)c3)cnc12	-7	-2	3	-3.4	·	4	-1	6	5	1
COc1ccc(CCN2CC(C(=O)Nc3cc(F)ccc3F)CC2=O)cc1OC (stereo unspecified)	-3	-1	-7	-0.8	1	-8	1	-1	-2	5
Cc1cccc(C)c1NC(=O)C(c1ccnc2ccccc12)n1c(=O)c(-c2ccccc2)nc2ccccc21 (stereo unspecified)	-28	-18	-2	0.8	·	5	-3	12	3	-2
CC1CCCN(c2ccc([N+](=O)[O-])cc2C(=O)c2ccccc2)C1 (stereo unspecified)	5	3	1	-0.2	-19	-6	1	-2	5	1
COc1ccc(OC)c(CN2CCSCC2)c1	11	3	-2	-1.5	-4	8	2	-1	1	2
Cc1ccc([C@H]2C(C#N)=C(N)Oc3cc(C)oc(=O)c32)o1	13	4	22*	1.2	5	9	9	2	3	1
COc1ccc(-c2oc3c(c2C(=O)OCCCO)C(OCCCCCO)CCC3)cc1 (stereo unspecified)	-6	0	-3	2.0	·	-3	0	0	5	-2
